Assay outcomes (PubChem)
H9c2 protect = myocardial damage modulation in H9c2 cells | H9c2 cardiomyocytes, H2O2 injury protection, ATPLite, 2 h | protection from H2O2 cell death, % at 20 µM | actives 0.63% (n = 360,000) | AID 588492;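 active = compounds giving at least 50% protection of heart cells from peroxide-induced death in the single-dose screen, raw or plate-pattern-corrected value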;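 also: 0% = DMSO wells with peroxide and 100% = DMSO wells without peroxide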
MC4R ag barr = human MC4R agonism via beta-arrestin | activation, % at 8.9 µM | U2OS MC4R beta-arrestin complementation, luminescence; percent of melanotan II response, DMSO zero | actives 0.98% (n = 360,000) | P32245;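 active = activation above a per-plate cutoff, the mean activation of sample wells on that plate plus 3 SD, cut at about 8% in these data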
MC4R antagonist = antagonists of human melanocortin 4 receptor (MC4R). MC4R-expressing cells, MTII-stimulated cAMP, LANCE TR-FRET. P32245. actives 0.48% (n = 360,000). inhibition, % at 6.5 µM;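 active = inhibition above its plate's cutoff, the mean of tested wells on that plate plus 3 SD, cut at about 29% in these data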;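 also: 0% = Melanotan II alone and 100% = Melanotan II plus saturating MCL0020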
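Assay system: human MC4R-expressing U2OS cells; reagent: Melanotan II stimulation of cells; dosing: 6.5 µM single dose; timing: compound 30 min, challenge 1 h, detection 1 h; signal: TR-FRET cAMP assay; replicates: one well per compound, no replicates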
ABHD5-PLIN5 inh = blocks binding of human ABHD5 to perilipin-5; Split G. princeps luciferase complementation, luminescence, 4 h; inhibition, % at 4 µM; actives 0.78% (n = 360,000);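 active = inhibition above the mean inhibition across every tested compound plus 3 SD, cut at about 22% in these data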;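 also: 0% = DMSO only wells and the 100% control is not disclosed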
Target sequence (Q00G26 whole entry, looked up): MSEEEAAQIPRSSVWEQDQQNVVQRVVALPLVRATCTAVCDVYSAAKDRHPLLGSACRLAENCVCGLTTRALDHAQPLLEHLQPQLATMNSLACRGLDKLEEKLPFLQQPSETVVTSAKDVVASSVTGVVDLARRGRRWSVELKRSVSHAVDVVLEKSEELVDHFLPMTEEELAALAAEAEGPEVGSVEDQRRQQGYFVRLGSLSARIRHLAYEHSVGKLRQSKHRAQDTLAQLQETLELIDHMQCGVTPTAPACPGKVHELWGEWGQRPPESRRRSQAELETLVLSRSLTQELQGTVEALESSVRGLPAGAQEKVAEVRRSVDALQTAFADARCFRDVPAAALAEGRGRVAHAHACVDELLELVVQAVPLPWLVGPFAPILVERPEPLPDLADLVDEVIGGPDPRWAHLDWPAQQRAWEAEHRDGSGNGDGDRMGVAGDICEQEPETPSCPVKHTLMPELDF
Target sequence (Q8WTS1 whole entry, looked up): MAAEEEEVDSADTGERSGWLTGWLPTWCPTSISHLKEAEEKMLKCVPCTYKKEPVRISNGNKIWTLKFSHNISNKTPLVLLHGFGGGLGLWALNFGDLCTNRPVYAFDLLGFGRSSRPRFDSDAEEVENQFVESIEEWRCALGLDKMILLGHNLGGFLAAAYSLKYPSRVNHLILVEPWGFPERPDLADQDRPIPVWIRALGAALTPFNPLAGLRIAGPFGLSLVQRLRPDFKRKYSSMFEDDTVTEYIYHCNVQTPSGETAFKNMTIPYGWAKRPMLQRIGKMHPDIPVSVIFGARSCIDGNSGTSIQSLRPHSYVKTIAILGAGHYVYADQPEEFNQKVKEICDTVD
N-glyco inh = blocks N-linked glycosylation in D54 reporter cells. D54 ERlucT glycosylation luciferase reporter, 24 h; percent of 100 nM tunicamycin response. reporter increase, % at 12.5 µM. actives 0.23% (n = 360,000);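 active = mean luciferase reporter signal, scaled so untreated is 0 and the glycosylation-blocking control 100, at or above a set limit in every replicate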;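 also: luciferase carries N-glycosylation sites so blocking glycosylation raises the light; 0% = median of neutral control wells and 100% = median of 100 nM tunicamycin wells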
Granule exo inh = lytic granule exocytosis inhibition | TALL-104 LAMP-1 surface exposure, flow cytometry; cells stimulated with thapsigargin and PMA | inhibition, % at 10 µM | actives 0.66% (n = 360,000);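 active = inhibition above about 55%, limit read from the data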
ABCB6 inh MLPCN = blocks the human ABCB6 transporter | AID 602162 | fluorescence ratio to DMSO, % at 10 µM | K562-ABCB6 porphyrin accumulation, flow cytometry, 1 h; stronger effect = lower value | actives 0.19% (n = 360,000);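 active = fluorescence ratio to DMSO below 75%, the collection mean minus 3 SD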;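 also: signal is porphyrin accumulated inside mitochondria; 100% equals median channel fluorescence of DMSO control wells; lower ratio means ABCB6 inhibition with less porphyrin fluorescence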
CaV13 ICDI inh = Primary screen for inhibitors of IQ motif and Ca2+-dependent inactivation inhibitor domain binding in CACNA1D, Förster resonance energy transfer in living cells, …; AID 743397; actives 0.098% (n = 340,000); HEK cells, CFP/YFP FRET ICDI-IQ, plate reader, 10 min; percent FRET-ratio fall versus neutral wells; inhibition, % at 12.3 µM;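 active = mean replicate inhibition of at least 30% and at least 1% of replicates passing that level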;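 also: 0% = median of the neutral control wells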
HTR2A ag = mouse HTR2A agonism via beta-arrestin recruitment; activation, % at 7.6 µM; CHO-K1 mHTR2A beta-arrestin complementation, luminescence; percent of 30 µM serotonin response; AID 624169; P35363; actives 0.66% (n = 360,000);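 active = activation above a run cutoff, the mean activation of all tested compounds plus 3 SD, cut at about 14% in these data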;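 also: 0% = plate median of compound wells and 100% = 30 µM serotonin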
PDI inh = blocks human protein disulfide isomerase activity. PDI insulin aggregation turbidity, A650, 90 min. inhibition, % at 10 µM. actives 0.052% (n = 350,000);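 active = mean inhibition across replicates of 30% or more, whatever share of single replicates reach that level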;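 also: absorbance from insulin aggregation driven by PDI reduction with DTT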
* hit, by the source's call; x = no result given.

The opening 2 compounds (preview)
SMILES | H9c2 protect | MC4R ag barr | MC4R antagonist | ABHD5-PLIN5 inh | N-glyco inh | Granule exo inh | ABCB6 inh MLPCN | CaV13 ICDI inh | HTR2A ag | PDI inh
CCN(CC)C(=O)C1=C(C)N(CCCOC)C(=O)C(CC(=O)NCCc2ccccn2)C1 (centres undefined) | 1 | 0.9 | -2 | 12 | 4 | 5 | 97 | -5 | -3 | 5
CC[C@]12c3[nH]c4ccc(OC)cc4c3CCN1C(=O)C(CC(=O)NC/C=C(\C)CCC=C(C)C)C[C@@H]2C(=O)N1CCN(C(=O)c2ccco2)CC1 (some centres undefined) | -12 | -0.5 | 1 | 0 | -2 | 4 | 98 | -3 | -9 | 16

This part in full, repeating the preview:
SMILES | H9c2 protect | MC4R ag barr | MC4R antagonist | ABHD5-PLIN5 inh | N-glyco inh | Granule exo inh | ABCB6 inh MLPCN | CaV13 ICDI inh | HTR2A ag | PDI inh
CCN(CC)C(=O)C1=C(C)N(CCCOC)C(=O)C(CC(=O)NCCc2ccccn2)C1 (centres undefined) | 1 | 0.9 | -2 | 12 | 4 | 5 | 97 | -5 | -3 | 5
CC[C@]12c3[nH]c4ccc(OC)cc4c3CCN1C(=O)C(CC(=O)NC/C=C(\C)CCC=C(C)C)C[C@@H]2C(=O)N1CCN(C(=O)c2ccco2)CC1 (some centres undefined) | -12 | -0.5 | 1 | 0 | -2 | 4 | 98 | -3 | -9 | 16
Cc1[nH]nc(N2CCCCC2)c1[N+](=O)[O-] | -1 | -0.3 | -6 | 0 | 2 | -1 | 91 | x | 1 | -1
CN(c1ccc(O)cc1)c1nc(-c2cccs2)cs1 | -25 | -0.5 | 25 | -5 | -4 | 6 | 96 | -5 | -4 | 0
CN(Cc1c(F)cccc1Cl)C(=O)c1ccc(NC(=O)CC2SC(N3CCCC3)=NC2=O)cc1 (centres undefined) | -6 | -0.2 | -6 | 5 | 4 | 6 | 95 | -2 | 9 | 5
CCOC(=O)N1CCN(C(=O)/C(=C/c2ccc(OC)c(OC)c2)NC(=O)c2ccccc2)CC1 | 3 | -3.2 | -4 | -3 | 0 | 6 | 102 | -5 | 5 | -16
COc1ccc(-c2csc(NC(=O)CSc3ncn[nH]3)n2)cc1OC | 0 | -1.9 | -3 | -2 | -2 | 0 | 102 | -2 | 0 | -5
CCOCCCn1c(=S)[nH]c2cc(C(=O)N3CCN(c4ccccc4)CC3)ccc2c1=O | -1 | -1.6 | 7 | 4 | 1 | -1 | 95 | -5 | -2 | -2
CC(=O)c1ccc(NC(=O)C(Cc2ccccc2)NC(=O)c2ccco2)cc1 (centres undefined) | 8 | -0.6 | 2 | 8 | 1 | -4 | 91 | -5 | -1 | 4
Cc1ccc(NC(=O)CSc2ncn(-c3ccccc3)n2)cc1C | 0 | -0.2 | -2 | -1 | -1 | -6 | 98 | x | 4 | 5
N#Cc1ccsc1NC(=O)c1cccc([N+](=O)[O-])c1 | -16 | -2.4 | -2 | -2 | -1 | 19 | 94 | x | 1 | -4
Cc1cc(=O)oc2cc(OCC(=O)Nc3nnc(C4CC4)s3)ccc12 | 1 | -0.7 | 11 | 3 | 1 | 0 | 96 | 2 | -1 | 9
CC(C)CCn1c(=O)c2ccccc2n2c(CCC(=O)NCC3CCCO3)nnc12 (centres undefined) | 12 | -2.0 | 9 | 3 | 1 | 1 | 103 | -4 | 4 | 8
CCC(CC)COC(=O)C1=C(C)NC(=O)NC1c1ccccc1Br (centres undefined) | 10 | 2.4 | 2 | 2 | 1 | -24 | 100 | -5 | 13 | 10
Cc1cc(=O)n2c(n1)OC(CO)C2 (centres undefined) | 4 | -2.7 | 25 | -2 | 1 | 4 | 97 | -9 | 3 | 3
NC(=O)C1CCCN(Cc2c(C(=O)N3CCc4ccccc4C3)nc3ccc(Cl)cn23)C1 (centres undefined) | 4 | -2.0 | -4 | 4 | -1 | -2 | 94 | -6 | -6 | 14
COCCCn1c(=O)c2sccc2n2c(CCCC(=O)NCc3ccc(OC)cc3)nnc12 | 8 | -1.7 | 5 | -6 | 0 | 2 | 98 | -7 | -1 | 4
COc1ccc(C(O)C(CC(=O)NCCCOC(C)C)C(=O)NCCCOC(C)C)cc1OC (centres undefined) | -5 | -1.3 | -5 | 1 | 0 | 3 | 97 | -3 | 5 | -4
CCc1nn(CC(=O)NCCCN2CCOCC2)c(=O)c2cc3c(OC)cccc3n12 | 0 | -2.7 | -5 | 9 | 2 | 0 | 97 | -2 | 0 | 3
CN(C)c1ccc(C=Nc2ccccc2C(N)=O)cc1 | -18 | -0.8 | 8 | 2 | -21 | 5 | 95 | -4 | 0 | 2
COc1ccccc1N1C(=O)CCC1(C#N)c1ccc(Br)cc1 (centres undefined) | -2 | -1.6 | 7 | -3 | 1 | 0 | 103 | -5 | -3 | -5
CCOC(=O)[C@]12CCC=C1N(Cc1ccc3c(c1)OCO3)C(=O)[C@H](CC(=O)N1CCCCC1)C2 | x | x | x | 3 | x | -2 | 98 | -7 | -3 | x
C=C1CCC2[C@](C)(CO)[C@H](O)CC[C@@]2(C)[C@@H]1/C=C/C1=CCOC1=O (some centres undefined) | 1 | -2.2 | 9 | 2 | -5 | 2 | 95 | x | -3 | x
CC(C)c1ccc(NC(=O)C(c2ccccc2)N2CCOCC2)cc1 (centres undefined) | -3 | -0.8 | 4 | -1 | -2 | -2 | 97 | -5 | 0 | 4
Cc1ccc(-n2cnnn2)cc1Cl | -10 | -3.6 | -3 | -2 | 1 | -3 | 101 | -1 | 1 | -2
CC(=O)Nc1ccc(S(=O)(=O)NCCC(=O)N2CCCCC2)cc1 | 8 | -3.0 | 8 | 6 | 1 | -5 | 96 | -7 | -2 | -3
CC(C)(C)NC(=O)NC(=O)CN1CCCc2ccccc21 | -10 | -1.1 | 9 | 4 | -1 | -1 | 135 | -1 | 1 | -2
O=[N+]([O-])c1c(NCCCO)cc(Sc2nc3ccccc3s2)c2nonc12 | -24 | -6.1 | -38 | 58* | 4 | 40 | 92 | x | -2 | -4
CC(C)(C)C(=O)CSc1ncnc2c1cnn2Cc1ccccc1 | -8 | -0.3 | 3 | -8 | -3 | 2 | 95 | -7 | 11 | 9
Cc1cccc(NC(=O)CC23CC4CC(C2)CC(n2nnc(C)n2)(C4)C3)c1 | -2 | -1.1 | 11 | 0 | 0 | 0 | 99 | -5 | -1 | 1
CN(C)CCCNc1nc(-c2ccccc2)nc2ccccc12 | 12 | 0.7 | 18 | 0 | 6 | 11 | 99 | -4 | 3 | -1
N#Cc1c2ccccc2nc2ccccc12 | 5 | 1.0 | -1 | 6 | 13 | 5 | 105 | -3 | 7 | 9
CCOC(=O)N1CCC(NC(=O)CSCc2nc(-c3cccc(OC)c3)oc2C)CC1 | 2 | -2.6 | 18 | -4 | 0 | 3 | 94 | -4 | -5 | -4
COc1ccc(S(=O)(=O)N2CCOCC2)cc1NC(=O)CSc1nnc2c(n1)[nH]c1ccccc12 | -8 | 0.0 | 27 | 9 | -3 | 1 | 91 | -6 | -4 | -1
COc1ccccc1CNC(=O)c1cc(-c2cc(Cl)ccc2C)n[nH]1 | 3 | -0.8 | 1 | -5 | 2 | 3 | 96 | -5 | -1 | -1
CC1CCCN(CCCOc2ccc([N+](=O)[O-])cc2)C1 (centres undefined) | 3 | -0.1 | 16 | 5 | 7 | 0 | 96 | -4 | -1 | -3
CCOc1c(Cl)cc(C2NC(=O)NC(C)=C2C(=O)NCc2ccccc2)cc1OC (centres undefined) | -1 | 1.1 | 13 | -2 | 3 | 2 | 105 | -7 | 7 | 4
CSc1nc(SCc2ccccc2)[nH]c(=O)n1 | -1 | 2.3 | 6 | 10 | 2 | 2 | 96 | -9 | 2 | -3
COc1ccc(C(=O)N2CCCC(CCC(=O)NCc3ccccc3F)C2)c(OC)n1 (centres undefined) | 0 | -2.2 | 15 | 7 | 2 | -2 | 98 | -2 | -4 | 5
CS(=O)(=O)N1CCN(C(=O)Cc2ccc([N+](=O)[O-])cc2)CC1 | 3 | 2.6 | 2 | 14 | 3 | -2 | 95 | -6 | 12 | -5
Cc1onc(-c2ccccc2Cl)c1C(=O)N1CCN(c2ccccc2)CC1 | -2 | -1.6 | 6 | 1 | 4 | -3 | 97 | -6 | 2 | -8
Cc1cc(C(=O)N2CCN(S(C)(=O)=O)CC2)cs1 | -2 | 0.4 | -4 | 4 | 1 | 3 | 100 | -7 | 12 | -10
Cc1cc(C)c(-c2cc(NC(=O)CSc3n[nH]c(N)n3)n(-c3ccccc3)n2)cc1C | 6 | -0.3 | 9 | -1 | -1 | -3 | 93 | -6 | -3 | 9
Cc1cccc(NC(=O)C2CCN(S(=O)(=O)c3cccs3)CC2)n1 | 6 | -0.1 | 17 | 7 | -1 | 2 | 110 | -4 | 1 | -5
N#Cc1nc(COc2cccc(Cl)c2)oc1NCc1ccco1 | -5 | 1.4 | 9 | 8 | 1 | 4 | 97 | -7 | -5 | 4
COc1ccc(C(=O)CCC(=O)Nc2cccnc2)cc1OC | 14 | -1.5 | 4 | 6 | 0 | 5 | 95 | -3 | -1 | -8
O=C(CC(c1ccccc1)c1ccccc1)Nc1ncn[nH]1 | -9 | -0.3 | 5 | 3 | 0 | 3 | 94 | x | 4 | -7
Cc1nn(Cc2ccc(Cl)cc2)c(Cl)c1/C=N/NC(=O)c1cccnc1 | 13 | -2.5 | 1 | -2 | 2 | -2 | 83 | -4 | -8 | -3
CC(NC(=O)CCSCCC(=O)NC(C)c1ccccc1)c1ccccc1 (centres undefined) | 3 | -1.2 | 7 | -1 | 0 | 4 | 99 | -16 | 0 | -2
CC12CCC(C/C1=N/O)C2(C)C (centres undefined) | -4 | 0.7 | -7 | 5 | 2 | 6 | 104 | x | -2 | x
O=C(CN1CCN(Cc2ccc(Cl)cc2)C1=O)NCCN1CCCC1 | 0 | 0.2 | 2 | -2 | -1 | -2 | 99 | -7 | 2 | 9
CN(C)c1c([N+](=O)[O-])cc2[nH]c(=O)[nH]c2c1[N+](=O)[O-] | 11 | -2.9 | -12 | -1 | 5 | 0 | 97 | -4 | 3 | 4
COc1ccc(-c2cc3ccccc3oc2=O)cc1NC(=O)c1cccnc1 | 15 | -1.6 | 2 | 1 | -3 | -3 | 105 | -6 | 4 | 4
O=C(CSc1nnc(-c2ccco2)n1-c1ccccc1)NCC1CCCO1 (centres undefined) | 0 | 0.5 | 14 | -1 | 0 | -2 | 99 | -10 | 2 | -2

3 records drawn at random from those above, as already listed:
SMILES | H9c2 protect | MC4R ag barr | MC4R antagonist | ABHD5-PLIN5 inh | N-glyco inh | Granule exo inh | ABCB6 inh MLPCN | CaV13 ICDI inh | HTR2A ag | PDI inh
COc1ccc(-c2cc3ccccc3oc2=O)cc1NC(=O)c1cccnc1 | 15 | -1.6 | 2 | 1 | -3 | -3 | 105 | -6 | 4 | 4
CC(NC(=O)CCSCCC(=O)NC(C)c1ccccc1)c1ccccc1 (centres undefined) | 3 | -1.2 | 7 | -1 | 0 | 4 | 99 | -16 | 0 | -2
O=C(CSc1nnc(-c2ccco2)n1-c1ccccc1)NCC1CCCO1 (centres undefined) | 0 | 0.5 | 14 | -1 | 0 | -2 | 99 | -10 | 2 | -2
